Vif-APOBEC3G blk: inhibitors of Vif-APOBEC3G interaction | HeLa A3G-eYFP + Vif (tagged APOBEC3G with the HIV-1 protein that degrades it), YFP fluorescence, overnight | Potency, µM (highest dose often 46.1 µM), for the others: at the highest dose activity, negative = active, most hits filed as inhibitors | 0.076% of 410,000 active | AID 602310;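 note: potency is the fitted concentration of half-maximal effect; % is set by controls: 0 for no effect and ±100 for the full control effect; nearly all actives have a fitted effect of over 60% in size; hits raise eYFP signal because A3G escapes Vif-driven loss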
Target sequence (Q9HC16 whole entry, looked up): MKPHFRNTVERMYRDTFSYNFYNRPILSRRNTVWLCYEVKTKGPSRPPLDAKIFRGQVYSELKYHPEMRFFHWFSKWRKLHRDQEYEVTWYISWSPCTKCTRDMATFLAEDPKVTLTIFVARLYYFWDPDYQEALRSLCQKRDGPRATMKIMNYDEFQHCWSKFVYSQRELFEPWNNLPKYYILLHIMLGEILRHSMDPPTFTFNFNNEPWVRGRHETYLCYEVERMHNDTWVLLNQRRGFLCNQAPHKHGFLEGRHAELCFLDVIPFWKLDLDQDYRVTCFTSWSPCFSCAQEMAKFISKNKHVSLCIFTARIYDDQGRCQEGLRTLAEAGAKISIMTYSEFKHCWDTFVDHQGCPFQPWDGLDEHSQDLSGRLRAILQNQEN
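HeLa cells stably expressing Vif and C-terminally eYFP-tagged A3G, seeded overnight at 37 deg C, then exposed to compound by pintool overnight at 37 deg C. Rise in yellow fluorescence (Ex 488/Em 500-530, Acumen) marks blocked Vif-driven A3G degradation.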
RXFP1 ag: activates the human relaxin receptor RXFP1; Q9HBX9; HEK293T-RXFP1 cAMP TR-FRET, 30 min; response scale: percent of porcine relaxin response, buffer zero; Potency, µM (titrated, usually from 57.5 µM), for inactives: at the highest dose activation, most hits filed as activators; 0.3% of 370,000 active; note: potency is the fitted concentration of half-maximal effect; % is set by controls: 0 for no effect and ±100 for the full control effect; nearly all actives have a fitted effect of over 60% in size; many of its hits are not listed in these tables
Target sequence (Q9HBX9 whole entry, looked up): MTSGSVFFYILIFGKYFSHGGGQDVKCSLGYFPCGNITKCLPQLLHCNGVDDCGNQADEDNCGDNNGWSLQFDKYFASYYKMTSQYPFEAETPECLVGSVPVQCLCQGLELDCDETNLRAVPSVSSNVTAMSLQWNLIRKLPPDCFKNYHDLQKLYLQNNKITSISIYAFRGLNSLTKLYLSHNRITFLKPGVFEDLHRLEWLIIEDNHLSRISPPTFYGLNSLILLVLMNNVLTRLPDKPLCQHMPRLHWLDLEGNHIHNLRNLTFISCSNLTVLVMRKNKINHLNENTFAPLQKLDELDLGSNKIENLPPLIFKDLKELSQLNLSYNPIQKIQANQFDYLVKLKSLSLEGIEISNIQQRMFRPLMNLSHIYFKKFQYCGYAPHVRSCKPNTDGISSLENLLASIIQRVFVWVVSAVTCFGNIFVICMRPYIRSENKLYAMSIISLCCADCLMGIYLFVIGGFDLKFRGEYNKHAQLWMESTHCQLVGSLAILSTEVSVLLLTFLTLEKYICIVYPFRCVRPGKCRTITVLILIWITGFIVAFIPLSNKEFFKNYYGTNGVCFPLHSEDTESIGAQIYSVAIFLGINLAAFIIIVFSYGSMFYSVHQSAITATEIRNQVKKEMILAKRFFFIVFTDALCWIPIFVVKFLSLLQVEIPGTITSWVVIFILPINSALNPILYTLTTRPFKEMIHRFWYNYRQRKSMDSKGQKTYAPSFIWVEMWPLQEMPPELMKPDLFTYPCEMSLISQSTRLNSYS
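HEK293T cells stably expressing RXFP1 were pretreated with the PDE4 inhibitor Ro 20174, exposed to compounds for 30 min at 37C, lysed, and cAMP was read by TR-FRET. Data normalized to buffer (basal) and 29 nM porcine relaxin (100%).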
PI4K2A inh: PI4K2A (human) kinase inhibition; Q9BTU6; purified PI4K2A, ADP-Glo luminescence, 1 h; stronger effect = lower value; activity change, negative = inhibition, % at 76.9 µM; 0.13% of 420,000 active; in the data active = activity change below about -50%; inconclusive = mostly about -30% to -49%;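 note: -100% = wells without enzyme as full effect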
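In this quantitative HTS, ADP production by PI4K2A was quantified luminescently after 1 h at ambient temperature; 100 microM adenosine served as plate-quality control.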
mIDH1 inhibitor: blocks human mutant IDH1 R132H enzyme; IDH1-R132H enzyme, NADPH consumption, diaphorase/resazurin fluorescence; AID 602179; 0.093% of 390,000 active; Potency, µM (doses to about 76.6 µM), for the others: at the top dose activity change, negative = inhibition, hits mostly inhibitors; note: potency is the fitted concentration of half-maximal effect; % is set by controls: 0 for no effect and ±100 for the full control effect; nearly all actives have a fitted effect of over 65% in size
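IDH1-R132H (0.5 ug/mL) preincubated 30 min with compound, then NADPH (0.016 mM) and alpha-KG (2 mM) added; 80 min at RT, pH 7.5. Remaining NADPH coupled via diaphorase/resazurin to fluorescence (540/590 nm); concentration-response curves normalized to no-enzyme control.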
TrxR1 substrate: substrates of rat thioredoxin reductase 1; O89049; purified TrxR1 substrate turnover, NADPH consumption readout; Potency, µM (highest dose often 114 µM), for inactives: at the top dose activity change, negative = substrate turnover; 0.01% of 390,000 active; AID 588456; note: potency is the fitted concentration of half-maximal effect; % is set by controls: 0 for no effect and ±100 for the full control effect; nearly all actives have a fitted effect of over 50% in size
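Rat TrxR1, dispensed at 90 nM, was prereduced with 400 uM NADPH (final) for 5 min at ~22 deg C, then incubated with compound 15 min before 400 uM selenite. A first-read NADPH fluorescence drop versus no-compound background flagged substrates.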
GRP78 ERSR act: inducers of ER stress response in human glioma cells; U87-MG GRP78 promoter luciferase reporter, 16 h; Potency, µM, inactives show at the highest dose activation, most hits filed as activators; 0.02% of 420,000 active; note: potency is the fitted concentration of half-maximal effect; series mostly up to about 76 µM; % of control where 0% means no effect; nearly all actives have a fitted effect of over 35% in size
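Stably transfected U87-MG human glioma cells carrying a GRP78-based luminescent sensor were seeded at 1000 cells/well, pin-dosed with compounds and incubated 16 h. Luciferase reagent was then added, and end-point luminescence was read after 10 min at room temperature.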
USP1-UAF1 inh: blocks the human USP1/UAF1 deubiquitinase complex. recombinant USP1/UAF1, Ub-Rhodamine cleavage fluorescence. Potency, µM (titrated, usually from 57.1 µM), for the others: at the top dose activity change, negative = inhibition, usual class: inhibitors. 0.23% of 390,000 active. AID 743255; note: potency is the fitted concentration of half-maximal effect; % is set by controls: 0 for no effect and ±100 for the full control effect; nearly all actives have a fitted effect of over 60% in size; inactives centre near -12
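USP1/UAF1 complex at 1 nM was preincubated with compound for 15 min at room temperature, then Ub-Rho substrate (150nM final) was added. Fluorescence (480/540 nm) was read kinetically, 6 reads every 60 seconds.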
LDHA inh: inhibitors of human lactate dehydrogenase A; P00338; purified LDHA, NADH/diaphorase-resazurin fluorescence; stronger effect = lower value; activity change, % (values are at about 110 or 230 µM); 0.15% of 480,000 active; AID 1347041; in the data active = activity change below about -30%; inconclusive = mostly about -25% to -30%;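 note: plate controls were DMSO wells for no effect and wells without enzyme for full effect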
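Resorufin fluorescence (ex540/em590), read at 0 and 20 min after diaphorase/resazurin addition, reports the NADH left after a 5 min room-temperature reaction of 2 nM human LDH5 with 0.06 mM NADH and 0.2 mM pyruvate.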
Vif-A3F inh: inhibitors of Vif-A3F interaction. HeLa A3F-eYFP + Vif (tagged APOBEC3F with the HIV-1 protein that degrades it), YFP fluorescence increase. Potency, µM (series often up to 46.1 µM), inactives show top-dose activity, negative = active. 0.2% of 390,000 active; note: potency is the fitted concentration of half-maximal effect; % of control where 0% means no effect; nearly all actives have a fitted effect of over 65% in size
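HeLa cells stably expressing A3F-eYFP plus Vif, plated and incubated overnight at 37 deg C, then exposed to compounds overnight at 37 deg C. Blocked degradation read as raised yellow fluorescence (Ex 488/Em 500-530).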
Starred values were filed as active, the others as inactive; ? = inconclusive; . = not tested or not shown; [ ] = dose if it differs, or a comment. Unless noted, calls come from the whole dose curve; as a rule, active = well fitted curve in the direction sought with a large enough effect; inconclusive = small, poorly fitted or top-dose-only effect, or another doubt; inactive = no such curve, though single readings can be large; an effect the other way counts as inactive or inconclusive. These rows are one share of the data; the hit share may differ from the screen's.

Results follow in this order: mIDH1 inhibitor, Vif-APOBEC3G blk, LDHA inh, USP1-UAF1 inh, Vif-A3F inh, PI4K2A inh, TrxR1 substrate, RXFP1 ag, GRP78 ERSR act
> Brc1cccc(-c2nc3cccnc3nc2-c2cccc(Br)c2)c1
→ -1.7%, -0.4%, -5.2, -5.2%, 0.0%, 0.0, 0.7%, 8.2%, -4.4%
> COc1c2c(c(C)c3c1C(=O)OC3)O[C@@]1(C)CC[C@@]3(O)C(C)(C)OC(=O)CC[C@]3(C)[C@H]1C2
→ -3.4%, -1.6%, 0.7, -15.6%, 2.3%, -0.4, 3.2%[57.1 µM], -1.1%, -3.3%
> O=C(CN1CCN(S(=O)(=O)c2cccc(Br)c2)CC1)N1CCCCC1
→ -8.4%, 3.6%, -1.5, -17.2%, 1.5%, 5.4, 1.3%, 1.8%, -4.3%
> Cc1ccc(-c2nc3cccc(C)n3c2Nc2ccc3c(c2)OCCO3)cc1
→ 17.9%, 2.2%, -1.6, -11.9%, 0.8%, -1.6, 67.9%[activator], 3.6%, 0.4%
> CCCN1CCN(c2ncnc3sc(C(=O)Nc4ccc(OC(F)(F)F)cc4)c(C)c23)CC1
→ 14.0%, 2.4%, 5.5, -29.1%, -23.4%, 7.4, -9.7%[57.1 µM], -0.5%, -1.3%
> Cc1ccc(C(=O)NCCNS(=O)(=O)c2ccccc2[N+](=O)[O-])cc1
→ -2.7%, -0.9%, -2.1, -22.4%, 1.0%, 3.0, -8.9%, -3.4%, 0.1%
> COc1ccc(C2C(C#N)=C(N)N(N(C)C)C3=C2C(=O)CCC3)cc1 (stereo not drawn)
→ 3.6%, -6.3%, -3.4, -17.3%, ?, -4.5, -4.3%, 6.1%, -4.4%
> O=C(Cn1c(NCCCO)nc2ccccc21)c1ccc(Br)cc1
→ 2.3%, 2.1%, -0.6, -1.0%, -0.1%, -4.9, -1.1%, 2.3%, -3.4%
> CCC(=O)N1c2ccc(S(=O)(=O)CCC(=O)Nc3nccs3)cc2CC1C (stereo not drawn)
→ 2.3%, 2.7%, 2.2, -7.7%, ., 2.8, 8.7%, -0.3%, -3.9%
> Cc1cc(N2CCCCC2C)nc(-c2ccccc2O)n1 (stereo not drawn)
→ 8.8%, -8.4%, 1.9, -15.5%, 1.2%, -3.1, 31.3%[activator], -2.5%, -0.1%
> CCOc1ccc(NC(=O)[C@H](Cc2ccccc2)NC(=O)C2CCNCC2)cc1
→ 0.5%, -4.7%, -1.0, -15.0%, -11.5%, -10.2, 4.1%, -3.6%, -7.0%
> O=C(COc1ccc(Br)cc1)NCCNC(=O)c1ccncc1
→ 7.7%, 1.1%, -1.1, -13.1%, -10.9%, 5.9, -13.9%, 3.1%, -2.9%
> Cc1ccc(Nc2nc(N)c([N+](=O)[O-])c(NCc3ccco3)n2)cc1C
→ -17.6%, -12.5%, 1.8, -11.4%, 2.3%, -1.0, -13.2%, 4.3%, -2.2%
> Cc1nn(-c2ccccc2)c(N)c1C(c1ccc(C(C)C)cc1)c1c(C)nn(-c2ccccc2)c1N
→ 1.1%, -0.8%, -2.5, -15.4%, 0.3%, -3.3, -1.4%, -0.3%, -0.1%
> Cc1ccccc1NC(=O)CNc1ccccc1C(=O)NCc1ccco1
→ -3.6%, -1.6%, -7.8, -16.9%, 5.6%, 5.4, 58.1%[activator][57.1 µM], 0.6%, -4.6%
> CC(C)CCN1C(=O)c2ccc(C(=O)NCC3CCCO3)cc2C1=O (stereo not drawn)
→ -0.1%, -7.1%, -6.4, -8.9%, -8.5%, -5.4, -5.8%, 0.0%, -6.8%
> Cc1ccc(S(=O)(=O)NC[C@H]2O[C@@H](n3ccc(N)nc3=O)[C@H](O)[C@@H]2O)s1
→ 9.2%, 0.3%, -10.2, -7.5%, 0.6%, -4.8, ., ., -6.6%
> Cc1cccc(C)c1NC(=O)c1c(C)nn(-c2ccccc2)c1Cl
→ 1.3%, 0.2%, 3.0, -15.8%, -2.6%, -0.3, 3.6%, 2.1%, -4.1%
> CCOC(=O)CNC(=O)CSc1nc(Cc2cccs2)nc2ccccc12
→ 4.5%, -0.6%, 3.5, -8.8%, -5.2%, -5.8, -6.6%, 15.0%, -0.5%
> O=C(C1CCN(S(=O)(=O)c2ccccc2)CC1)N(CCc1ccccc1)Cc1ccco1
→ 0.0%, 0.9%, -12.9, -10.3%, -0.7%, -4.2, -6.2%, 2.5%, -0.4%
> CCn1nnc(NC(=O)Cc2ccc(Cl)cc2)n1
→ 0.0%, -1.1%, -8.6, -14.7%, 5.3%, 0.9, 8.3%[57.1 µM], 5.1%, -4.2%
> CCOC(=O)c1ccccc1NC(=O)COC(=O)CC1CCCCC1
→ 8.3%, 0.9%, 5.3, -13.9%, 0.5%, 6.4, -1.2%, -1.8%, -5.0%
> C/C(=N/NC(=O)c1ccc2nc[nH]c2c1)c1cccs1
→ -1.0%, -0.5%, -3.7, -15.1%, -17.1%, -0.1, -13.2%, 0.4%, -3.6%
> Cc1ccc2ccc3c(c2n1)NS(=O)(=O)c1ccccc1-3
→ ., ?, 3.9, ., ., ., 10.0%[0.457 µM], ., -8.2%
> CSCCC(=O)N1CCCC(CO)(CCCc2ccccc2)C1 (stereo not drawn)
→ 4.0%, -3.4%, -0.2, -19.3%, 8.2%, -3.9, 4.2%, -0.2%, -1.8%
> O=C(Nc1nc(-c2ccccc2)cs1)c1ccccc1F
→ 8.7%, -24.0%, -0.4, -9.7%, -5.9%, -3.6, 3.7%, 0.0%, 3.1%
> COc1ccccc1N1CCN(C(=O)c2cc(-c3ccc(C)c(F)c3)on2)CC1
→ ., ., -3.7, -26.2%, ., 1.8, -3.2%, -0.8%, .
> Nc1c(N(CCC2=CCCCC2)C(=O)COc2ccc(F)cc2Cl)c(=O)[nH]c(=O)n1Cc1ccccc1
→ -4.7%, ?, -3.1, -15.8%, -11.3%, 11.2, -1.8%, ., -8.7%
> COCCNC(=O)NC(=O)CN1C(=O)NC(Cc2c[nH]c3ccccc23)C1=O (stereo not drawn)
→ -15.2%, 2.0%, -8.4, 2.0%, -1.9%, 2.5, 0.4%[57.1 µM], 1.5%, -1.0%
> CC(=O)Nc1ccccc1OC(C)C(=O)N1CC(C)CC(C)C1 (stereo not drawn)
→ 0.0%, 1.6%, -6.8, -20.6%, -0.6%, 2.6, -5.6%, -0.8%, -6.1%
> CSc1nsc(SCc2cnc(C)nc2N)n1
→ 3.4%, -7.3%, -3.5, -3.0%, -3.4%, -1.9, 5.3%[57.1 µM], 3.5%, -4.6%
> CCn1ccnc1CN1CCc2c([nH]c3ccccc23)C1C1CCCCC1 (stereo not drawn)
→ 2.5%, 1.6%, -3.2, -16.3%, -6.7%, 5.8, 4.5%[57.1 µM], 3.2%, -3.0%
> O=C(COc1ccccc1Cl)NNC(=O)c1cc(S(=O)(=O)N2CCOCC2)ccc1N1CCCC1
→ -3.3%, -3.0%, -8.7, -3.1%, -17.1%, -3.6, -3.1%, 0.4%, -3.9%
> COC(=O)c1ccc(NC(=O)C[n+]2ccccc2)cc1
→ -3.6%, 0.1%, -1.2, -18.8%, -23.7%, -0.4, 2.1%, 1.9%, -2.2%
> O=C(O)C1CCCCN1C(=O)c1ccc(S(=O)(=O)N2CCCC2)cc1 (stereo not drawn)
→ 7.4%, -0.5%, -8.2, -16.6%, -10.5%, -1.7, 4.1%[57.1 µM], 0.0%, -4.5%
> CN1CCC(OC2c3ccccc3CCc3ccccc32)CC1
→ -1.1%, -5.6%, -5.8, ?, -1.6%, -0.9, ., ., -4.1%
> O=C(Cn1cc2c(n1)CCCC2)N1CCCC1
→ -4.7%, -3.4%, -17.1, -14.6%, 2.1%, -1.3, 6.9%[57.1 µM], 0.1%, -5.0%
> CCc1nn(CC(=O)N2CCN(c3cccc(C)c3C)CC2)c(=O)c2cc3occc3n12
→ 0.0%, 0.9%, -2.2, -15.2%, -4.0%, -2.7, 2.5%, 0.0%, -4.1%
> CCOc1ccc(NC(=O)CN2C(=O)NC(C)(c3ccc4c(c3)OCCCO4)C2=O)cc1OCC (stereo not drawn)
→ -1.8%, -7.9%, 2.4, -25.2%, 9.0%, 8.4, -2.9%, ., 2.1%
> Cc1ccc(N2CCN(C(=O)N3CCCC3)CC2)cc1Cl
→ 10.6%, -10.7%, 0.3, -6.5%, -6.0%, 8.3, 1.0%, 0.4%, -2.9%
> O=C(Cn1cnc2ccccc2c1=O)NCCC(=O)N1CCN(Cc2ccccc2)CC1
→ 9.0%, -0.2%, 3.3, -10.0%, 6.5%, 3.0, 4.2%, 2.9%, -2.2%
> C#CC(C)OC(=O)C(C)NC(=O)c1ccccc1 (stereo not drawn)
→ -18.1%, -0.8%, -8.9, -3.9%, 0.9%, -1.0, -4.8%, 0.0%, -3.5%
> Cc1ccc(-c2cc(C(=O)NCCCN3CCOCC3)c3ccccc3n2)cc1C
→ 4.0%, -1.0%, 4.7, -18.0%, ?, 0.2, 28.3%[57.1 µM], 2.0%, 1.6%
> Cc1ccc2c(c1)c(=O)c(C(=O)c1ccncc1)cn2CC(=O)Nc1c(C)cccc1C
→ -4.0%, -1.5%, -0.4, 2.3%, -5.4%, 3.6, 2.0%[57.1 µM], 1.3%, -1.2%
> CCCCCCOc1ccc(N2C(=O)CC(N3CCN(C(=O)c4ccco4)CC3)C2=O)cc1 (stereo not drawn)
→ 12.1%, 2.9%, -6.1, -15.5%, -1.4%, 6.4, -7.3%, -0.7%, -2.6%

Compound activity deposited in PubChem by National Center for Advancing Translational Sciences (NCATS).
